# Source: PubChem BioAssay (NMMLSC)
# RPL19A-GFP yeast = RPL19A-GFP expression modulators in yeast, primary screen, cell-based, S. cerevisiae, multiplex flow cytometry, MLPCN; percent response vs DMSO, % at 10 µM; S. cerevisiae RPL19A-GFP strain, 3 h; stronger effect = lower value; 330,000 tested, 0.3% active; AID 2025, 2009;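 active means percent response vs DMSO below 50%; inconclusive means fewer than 70 events counted for the yeast strain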;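 further: median channel GFP fluorescence of the barcoded RPL19A-GFP strain; ratio of sample median GFP to plate DMSO average so 100% = DMSO; lower means less RPL19A-GFP as with rapamycin TOR inhibition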
# AGP1-GFP MLPCN = modulators of AGP1-GFP expression in yeast TOR pathway, primary screen, cell-based, multiplex flow cytometry, S. cerevisiae, MLPCN library; 3 h; GFP as percent of DMSO wells; AID 2066, 2009; GFP response vs DMSO, % at 10 µM; 320,000 tested, 0.02% active;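 active means GFP response relative to DMSO above a set limit, near screen average plus 3 SD, cut at about 150% in these data; inconclusive means fewer than 70 cells counted for the yeast strain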;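 further: median GFP channel fluorescence of the gated AGP1 strain per well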
# Yeast superoxide = reduction of superoxide in aged yeast, primary screen, HTS; 330,000 tested, 0.18% active; S. cerevisiae aged cells, superoxide DHE fluorescence; stronger effect = lower value; superoxide response (% of plate mean), % at 10 µM;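 active means superoxide response under a set limit, about three screen SD below normal, cut at about 65% in these data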;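 further: yeast aged for seven days with compound at 30 °C before DHE staining; 100% = average MFI of all compound-treated wells on the plate with controls excluded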
# MEP2 TOR yeast = modulators of MEP2-GFP levels in yeast, primary screen, S. cerevisiae, multiplex flow cytometry, MLPCN library | S. cerevisiae MEP2-GFP strain, 3 h; 100% = DMSO control level | GFP response vs DMSO, % at 10 µM | 330,000 tested, 0.51% active;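 active means GFP response versus DMSO above a set limit, roughly screen mean plus 3 SD, cut at about 180% in these data; inconclusive means fewer than 70 cells counted for a yeast strain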;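 further: median GFP fluorescence of the barcode-gated MEP2-GFP cells per well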
# CIT2-GFP yeast = modulators of CIT2-GFP expression in yeast, primary screen, S. cerevisiae, GFP fusion, multiplex flow cytometry, MLPCN library; S. cerevisiae CIT2-GFP strain, 3 h; 100 means same as DMSO wells; GFP response vs DMSO, % at 10 µM; 320,000 tested, 0.065% active; AID 2029, 2009;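 active means GFP response relative to DMSO above a set limit, near the screen mean plus 3 SD, cut at about 150% in these data; inconclusive means Fewer than 70 cells measured for a yeast strain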;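 further: ratio of well median GFP fluorescence to mean of DMSO wells on the plate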
# GRK2 inh = compounds blocking aptamer binding on GRK2 – biochemical, human GRK2, bead flow cytometry, HTS, primary screen; FAM-aptamer displacement from GRK2; inhibition of aptamer binding, % at 10 µM; 330,000 tested, 0.59% active; AID 488847, 2010;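 active means inhibition of aptamer binding above 40%, roughly 3 SD of noise, on plates passing a quality check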;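 further: median bead fluorescence of bound FAM aptamer so fluorescent compounds give negative values; no value below 0 was filed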
# VLA-4 inh = inhibition in human VLA-4 binding assay, primary screen, VLA-4 allosteric modulator project, MLPCN library, flow cytometry, VLA-4 expressing cells; Integrin alpha-4 (Homo sapiens), P13612; ligand binding flow cytometry; inhibition, % (about 7 µM as worked out from the volumes in the protocol); 330,000 tested, 0.2% active; AID 2557, 2010; in the data active means inhibition above about 50%
# Target sequence (P13612 whole entry, looked up): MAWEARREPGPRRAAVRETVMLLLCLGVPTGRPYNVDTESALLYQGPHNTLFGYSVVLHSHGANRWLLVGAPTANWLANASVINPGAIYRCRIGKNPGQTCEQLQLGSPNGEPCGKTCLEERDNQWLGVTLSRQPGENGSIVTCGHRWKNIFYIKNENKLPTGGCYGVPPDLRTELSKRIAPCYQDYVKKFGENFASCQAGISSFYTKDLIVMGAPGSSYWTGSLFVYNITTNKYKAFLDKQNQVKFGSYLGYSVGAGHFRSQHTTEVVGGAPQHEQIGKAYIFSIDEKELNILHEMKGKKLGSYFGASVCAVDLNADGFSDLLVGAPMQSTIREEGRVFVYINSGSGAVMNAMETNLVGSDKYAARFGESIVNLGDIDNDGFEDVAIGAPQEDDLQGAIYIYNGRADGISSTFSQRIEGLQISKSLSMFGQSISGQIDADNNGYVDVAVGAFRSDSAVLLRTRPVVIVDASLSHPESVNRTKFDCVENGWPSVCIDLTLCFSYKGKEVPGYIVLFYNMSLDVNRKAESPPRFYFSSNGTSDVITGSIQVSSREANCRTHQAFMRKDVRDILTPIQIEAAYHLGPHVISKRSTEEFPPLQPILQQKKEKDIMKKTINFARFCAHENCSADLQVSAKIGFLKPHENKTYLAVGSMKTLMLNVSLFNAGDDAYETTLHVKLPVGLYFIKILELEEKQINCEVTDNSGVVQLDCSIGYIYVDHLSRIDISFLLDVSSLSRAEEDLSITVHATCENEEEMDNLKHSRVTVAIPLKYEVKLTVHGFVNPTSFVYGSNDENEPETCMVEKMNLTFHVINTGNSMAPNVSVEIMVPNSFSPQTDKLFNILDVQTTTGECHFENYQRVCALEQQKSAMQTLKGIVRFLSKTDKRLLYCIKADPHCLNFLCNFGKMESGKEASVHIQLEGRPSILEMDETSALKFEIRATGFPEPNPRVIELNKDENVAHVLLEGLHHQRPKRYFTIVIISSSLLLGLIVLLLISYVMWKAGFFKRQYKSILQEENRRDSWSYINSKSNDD
# LAP4-GFP MLPCN = modulators of LAP4-GFP expression in yeast, primary screen, S. cerevisiae, multiplex flow cytometry, MLPCN library; 3 h; median GFP as percent of DMSO wells; GFP response vs DMSO, % at 10 µM; 320,000 tested, 0.34% active; AID 2023, 2009;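 active means GFP response vs DMSO above a set limit, about the screen mean plus 3 SD, cut at about 150% in these data; inconclusive means under 70 cell events counted for the yeast strain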
# Numbers without * were called inactive; ? = inconclusive; / = no result given; [ ] = remark or other dose.
SMILES,RPL19A-GFP yeast,AGP1-GFP MLPCN,Yeast superoxide,MEP2 TOR yeast,CIT2-GFP yeast,GRK2 inh,VLA-4 inh,LAP4-GFP MLPCN
COc1ccc(-c2nc3c(c4nnc(SC(C)C(=O)Nc5ccccc5)n24)COC(C)(C)C3)cc1 (stereo unspecified),103,101,93,101,110,3,0,92
COc1cc2c(cc1OC)-c1cc(Nc3cccc(C)c3)nc(=O)n1CC2,97,99,86,96,100,0,-5,109
COc1cccc(NC(=O)c2cc3ccccc3o/c2=N\O)c1,99,92,97,97,92,0,-8,94
COC(=O)c1c(-c2ccc(SC)cc2)sc2ccccc12,102,105,100,90,94,0,5,102
COc1cc2[nH]c3c(=O)n(CCN4CCCCC4)cnc3c2cc1OC,102,104,101,107,99,3,2,108
CC(=O)Nc1ccc(NC(=O)C2c3ccccc3Oc3ccccc32)cc1,97,93,125,97,98,0,-8,96
COc1ccc(N(CC(=O)Nc2cccc(C)c2)S(=O)(=O)c2c(C)n[nH]c2C)cc1,98,97,109,99,95,0,43,100
O=C(COC(=O)c1ccc(Cl)nc1)NCCc1ccc(F)cc1,100,100,85,95,92,2,18,99
Cc1cc(NC(=O)c2ccc(NC(=O)C3CCCO3)cc2)ccc1Br (stereo unspecified),91,92,90,85,93,1,22,94
CCOc1ccc(C(=O)NCC(=O)OCC(=O)c2ccc3c(c2)-c2ccccc2C3)cc1,104,103,102,107,99,2,1,93
CCN1C(=O)c2ccccc2Sc2ccc(C(=O)O)cc21,107,108,109,106,109,3,2,124
COc1ccccc1NC(=O)COC(=O)C1=NN(c2ccccc2)C(=O)CC1,102,99,89,94,110,1,8,91
Cc1nc2nc(C)c(NS(=O)(=O)c3ccc(C4CCCCC4)cc3)c(=O)n2[nH]1,102,102,107,103,105,0,-3,101
Cc1ccc2cn[nH]c2c1NC(N)=S,103,98,95,104,98,0,0,93
Cc1nnc(NC(=O)CSc2nnc(C)c(=O)n2N)s1,93,96,106,96,91,0,8,99
Cc1nc2sc(C(c3cccc(F)c3)N3CCOCC3)c(O)n2n1 (stereo unspecified),97,100,92,93,102,3,-7,90
COc1ccc(C2SCC(=O)N2c2c(C)n(C)n(-c3ccccc3)c2=O)c(OC)c1 (stereo unspecified),100,107,95,109,105,2,-4,108
CCOC(=O)Nc1ccc(C(=O)NCC2CCCO2)cc1 (stereo unspecified),81,85,83,84,75,3,4,/
COc1ccc(NC(=O)CSc2nc3c(c(=O)n2-c2ccc(F)cc2)SCC3)cc1,100,102,100,104,102,0,33,102
COc1cccc(OCc2cc(C(=O)NCC3CCCCC3)no2)c1,96,96,86,103,102,3,7,101
Cc1csc(NC(=O)/C=C/c2ccco2)n1,102,98,104,103,102,4,9,103
COc1ccc(OCCSc2ncc(CO)n2C)cc1,104,101,108,105,104,0,9,90
O=C(Nc1cccnc1)c1cc(-c2cccnc2)nc2ccc(Br)cc12,110,/,87,103,107,4,-12,106
CN1C(=O)c2cccc(NCCCCCCN3C(=O)c4ccccc4C3=O)c2C1=O,88,87,108,94,84,5,-4,91
Cc1c(-c2nc(-c3ccncc3)no2)cccc1[N+](=O)[O-],92,94,101,87,84,0,-5,121
Cc1ccc2nc(SCC(=O)O)nc(C)c2c1,108,102,96,104,95,2,-4,101
CNC(=S)N1N=C(c2ccc(C)cc2)CC1c1ccc(OC)c(OC)c1 (stereo unspecified),102,97,92,100,105,7,-2,94
COc1ccc(-c2oc(=O)c3cc(OC)c(OC)cc3c2/C=C/c2ccc(OC(C)=O)cc2)cc1,95,99,92,94,100,0,2,92
Cc1cc(C)c(C)c(S(=O)(=O)N2CCN(C(=O)c3ccc4c(=O)n5c(nc4c3)CCC5)CC2)c1C,96,105,93,99,105,0,17,99
COCCCN1C(=O)C(=O)/C(=C(/O)c2ccc(OC(C)C)cc2)C1c1ccc(O)c(OC)c1 (stereo unspecified),?,?,102,?,92[may fluoresce red],0,4,?
CCn1nc(NC(=O)Cc2ccc(OC)cc2)c2cc3cccc(C)c3nc21,90,101,102,99,102,2,6,105
COn1c(SCc2ccc(C)cc2C)nc2ccccc2c1=O,101,96,109,101,92,2,6,99
C[C@H](CO)N1C[C@H](C)[C@@H](CN(C)C(=O)Nc2ccc3c(c2)OCO3)Oc2ccc(NC(=O)C3CCCCC3)cc2C1=O,97,104,93,99,101,2,8,120
CN1C(=O)CSc2ccc(NC(=O)N3CCc4ccccc43)cc21,100,105,118,100,103,0,-34,103
Cc1ccc(OCC(=O)NCCc2nc3ccccc3[nH]2)c(C)c1,94,98,97,100,99,0,-6,100
CCOc1ccc(N(CC(=O)NCCSCc2ccc(C)cc2)S(C)(=O)=O)cc1,102,92,110,105,96,2,1,87
COc1ccc(NC(C)=O)cc1S(=O)(=O)N1CCN(Cc2cccs2)CC1,91,91,107,93,89,2,-1,86
Cc1c(C)[n+](=O)c(-c2ccco2)c(C)n1[O-],99,103,81,105,98,3,0,108
CC(C)N1C(=O)N(c2ccc(Cl)cc2)C(C)(O)CC1(C)C (stereo unspecified),109,104,94,110,112,2,7,98
COc1ccc(-n2c(SCC(=O)Nc3ccccc3)nnc2-c2ccoc2C)cc1,92,92,111,97,98,0,1,96
COc1ccc2cc(C(c3nnnn3CCc3ccccc3)N3CCCC(C)C3)c(=O)[nH]c2c1 (stereo unspecified),99,101,81,99,107,0,-64,94
COc1ccc2nc(C)c3c(c2c1)OC(C(C)(Cl)Br)C3 (stereo unspecified),102,105,96,105,101,1,18,102
COC(=O)c1ccc(COc2cccc3c2CCN(Cc2cccc(C)c2)C3=O)o1,104,101,100,104,96,0,19,104
Cc1cccc(CN2CCC(CNC(=O)C3CCCN(S(=O)(=O)c4cnc[nH]4)C3)CC2)c1 (stereo unspecified),97,100,102,104,103,0,-2,94
COc1cccc(C(=O)Cn2c(Br)nc3c2c(=O)n(C)c(=O)n3C)c1,84,86,105,91,88,0,-3,82
Cc1ccc(-c2cn3cccnc3n2)cc1NC(=O)c1cccs1,100,99,98,100,100,0,7,98
COc1ccc(S(=O)(=O)N2CCCC(C(=O)Nc3cccc(C(C)=O)c3)C2)cc1 (stereo unspecified),106,115,113,102,103,3,7,106
CCCc1cc(NCCCN2CCOCC2)n2c(nc3ccccc32)c1C#N,97,95,97,97,101,2,2,98
COc1ccc(C2/C(=C(\O)c3ccc(OC)c(Cl)c3)C(=O)C(=O)N2CCN(C)C)cc1 (stereo unspecified),101,100,91,101,97,0,-10,102
CC1(c2ccccc2)NC(=O)N(CCOc2ccccc2)C1=O (stereo unspecified),101,106,86,105,103,6,4,103
O=C(NCc1ccccc1)C1CCN(C(=O)Cc2ccccc2)CC1,97,99,98,98,99,0,5,105
Cc1cc(C)cc(NC(=O)COc2ccc(C(=S)N3CCOCC3)cc2)c1,?,96[may fluoresce red],99,86[may fluoresce red],86[may fluoresce red],0,-6,106[may fluoresce red]
CCC(CC)C1C(C#N)=C(N)SC(N)=C1C#N,98,103,106,102,93,0,8,103
CCCNC(=O)C1CCN(S(=O)(=O)c2ccc3[nH]c(=O)ccc3c2)CC1,101,99,100,98,95,0,-10,95
COc1ccccc1N1CCN(C(=O)CNC(=O)c2ccc(Cl)cc2Cl)CC1,108,106,105,108,98,0,-19,104
CCOc1cc2[nH]c(=O)n(Cc3ccc(C(=O)NCCCN4CCC(C)CC4)cc3)c(=O)c2cc1OCC,97,105,91,110,106,0,-2,110
COc1cc(CCC(=O)NCc2ccc(S(N)(=O)=O)cc2)cc(OC)c1OC,99,97,90,94,100,1,-8,94
Cc1ccc(C(Sc2ccccc2)C(Cn2cncn2)C(=O)c2ccccc2)cc1 (stereo unspecified),99,102,98,99,106,0,6,101
Cc1ccc(COc2ccsc2-c2n[nH]c(=S)n2C)cc1,92,92,118,98,84,0,-45,91
CC(C)(C)C(=O)NC(=S)Nc1cc(C(F)(F)F)ccc1N1CCOCC1,93,93,91,100,96,0,6,95

# Quoted at random: 2 records from the list
SMILES,RPL19A-GFP yeast,AGP1-GFP MLPCN,Yeast superoxide,MEP2 TOR yeast,CIT2-GFP yeast,GRK2 inh,VLA-4 inh,LAP4-GFP MLPCN
CCOc1ccc(C(=O)NCC(=O)OCC(=O)c2ccc3c(c2)-c2ccccc2C3)cc1,104,103,102,107,99,2,1,93
CCn1nc(NC(=O)Cc2ccc(OC)cc2)c2cc3cccc(C)c3nc21,90,101,102,99,102,2,6,105

# The list goes on.
SMILES,RPL19A-GFP yeast,AGP1-GFP MLPCN,Yeast superoxide,MEP2 TOR yeast,CIT2-GFP yeast,GRK2 inh,VLA-4 inh,LAP4-GFP MLPCN
O=C(CCn1ccnc1)Nc1ccc2ccccc2c1,99,97,115,108,106,2,-2,96
CCC(C)N(CCNC(=O)CC1Oc2ccccc2NC1=O)C1CCCCC1 (stereo unspecified),98,98,104,127,93,1,48,103
OCCCn1c(-c2ccccc2)nc(=S)c2c1CCCC2,100,105,82,106,106,0,4,94
CC1NC(=O)NC1CCCCCC(=O)NCCc1ccccc1 (stereo unspecified),103,71,109,90,65,1,5,86
O=C(Nc1nnc(-c2ccccc2)o1)NC1CCCCC1,104,102,93,104,100,0,-2,106
O=c1[nH]c(SCc2ccccc2Cl)nc2c1CCC2,102,104,106,100,111,2,8,109
Cc1ccc(-n2c3nc(=O)[nH]c(=O)c-3cc3c(C)nn(-c4ccccc4)c32)c(C)c1,107,98,109,79,119,0,4,95
CN(C)S(=O)(=O)c1cccc(COc2cccnc2[N+](=O)[O-])c1,101,106,104,97,102,1,21,98
Cc1cc(C(=O)N2CCN(c3ccccc3)CC2)no1,103,112,101,111,96,0,4,114
CC(=O)N1CCCc2cc(S(=O)(=O)N3CCN(C4CCCCC4)CC3)ccc21,105,106,91,108,108,0,-11,97
CCCS(=O)(=O)N1CCN=C1SCc1cccc(C)c1,102,98,98,96,98,1,-2,92
CNS(=O)(=O)c1cccc(C(=O)OCc2csc(-c3ccccc3)n2)c1,98,97,116,96,87,0,14,91
CCOC(=O)C(=O)c1csc(NC(=O)CCSc2ccc(C)cc2)n1,103,96,99,97,91,2,-5,94
CC(=O)c1ccc(NC(=O)CCn2c(=S)oc3ccccc32)cc1,107,99,87,115,107,0,-6,100
CN1CCN(C(=O)c2cc(-c3ccco3)on2)CC1,102,104,104,108,110,0,14,104
CCCC12CN3CC(CCC)(CN(C1)C3c1ccco1)C2=O (stereo unspecified),103,117,93,112,103,0,6,108
O=C(CN1C(=O)NC2(CCCC2)C1=O)OCCOc1ccc(F)cc1,99,106,104,100,95,0,3,114
COCCCNC(=O)CCc1ccccc1,100,102,96,113,96,2,7,108
COc1ccc(CNC(=O)C2CCCN2S(=O)(=O)c2ccc(S(=O)(=O)N(C)C)cc2)cc1 (stereo unspecified),109,116,90,103,/,3,-4,91
Cc1ccc(S(=O)(=O)NCC(=O)N(CC(=O)NCc2ccco2)Cc2ccc(F)cc2)cc1,67[may fluoresce violet],25[may fluoresce violet],129,279*[may fluoresce violet],?,1,-10,85[may fluoresce violet]
CCOCCCNS(=O)(=O)c1ccc(NC(=O)c2ccc(OC)c([N+](=O)[O-])c2)cc1,99,100,87,101,98,0,-4,109
